SR-BI HDL uptake – inhibitors of SR-BI mediated HDL lipid uptake, primary screen, ldlA[mSR-BI] cells, fluorescence, single point | ldlA[mSR-BI] CHO cells, DiI-HDL uptake fluorescence, 3 h | inhibition, % at 12.5 µM | actives 0.96% (n = 320,000) | AID 488896, 2010;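 active means mean replicate inhibition of at least 70% and a set share of replicates each scoring 70 or more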;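 further: 0% = median of neutral control wells and 100% = median of positive control wells; values of inactives mirror those of a sister screen read the other way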
NSD2 HMT inh – NSD2 histone methyltransferase inhibitors, primary screen, biochemical, AlphaScreen, single concentration, set 2 | actives 0.54% (n = 310,000) | inhibition, % at 12.5 µM | NSD2 peptide methylation, 120 min | AID 743445, 2014; in the data active means inhibition above about 50%
LANA DNA inh – inhibitors of KSHV C-LANA binding to DNA, primary screen, biochemical, fluorescence polarization, FAM-LBS DNA, MBP-C-LANA, single point; inhibition, % at 9 µM; Kaposi's sarcoma herpesvirus LANA C-terminal domain (residues 932-1162) DNA binding; AID 504423, 2011; actives 0.078% (n = 340,000);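 active means highest replicate inhibition at or above 60% at 9 µM, even if other replicates fall short; inactive means all replicates below 60% inhibition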;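 further: 0% = neutral control wells and 100% = 4 µM acridine orange control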
PKA-R2B activ – activators of PKA-R2B holoenzyme, primary screen, biochemical, fluorescence polarization, Cy5-IP20, human; cAMP-dependent protein kinase catalytic subunit beta (Homo sapiens) + cAMP-dependent …; PKA-R2B holoenzyme dissociation; R2B truncated from residue 108, S112A mutant; 0% DMSO only, 100% 113 µM cGMP; activation, % at 11.4 µM; actives 0.079% (n = 340,000); AID 504700, 2011;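 active means activation above a cutoff set at the mean over all compounds plus 3 SD, cut at about 18% in these data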;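 further: higher means more holoenzyme dissociation and a rise in polarization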
Target sequence (P31323 whole entry, looked up, other chains not shown, the tested form may be a part): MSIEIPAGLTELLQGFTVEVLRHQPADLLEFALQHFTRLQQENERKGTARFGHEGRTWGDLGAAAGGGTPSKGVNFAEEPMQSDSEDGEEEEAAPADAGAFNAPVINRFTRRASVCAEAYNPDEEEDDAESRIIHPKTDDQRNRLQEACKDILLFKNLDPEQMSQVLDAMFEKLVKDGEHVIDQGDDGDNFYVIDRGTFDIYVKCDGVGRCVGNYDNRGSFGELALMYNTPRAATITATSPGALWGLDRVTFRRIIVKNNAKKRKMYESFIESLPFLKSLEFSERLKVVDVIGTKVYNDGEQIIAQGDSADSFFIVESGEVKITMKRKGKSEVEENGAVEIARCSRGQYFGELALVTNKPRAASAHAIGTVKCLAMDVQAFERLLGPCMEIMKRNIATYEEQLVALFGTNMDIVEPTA
DAGLB inhibitor – DAGLB lipase inhibitors, primary screen, biochemical, fluorescence, HTS; Diacylglycerol lipase-beta (Homo sapiens), Q8NCG7; HEK293T DAGLB membrane lysate, EnzChek fluorogenic substrate; inhibition, % at 5.17 µM; actives 0.059% (n = 340,000); in the data active means inhibition above about 34%;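 further: 0% = enzyme with vehicle and 100% = wells lacking enzyme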
Target sequence (Q8NCG7 whole entry, looked up): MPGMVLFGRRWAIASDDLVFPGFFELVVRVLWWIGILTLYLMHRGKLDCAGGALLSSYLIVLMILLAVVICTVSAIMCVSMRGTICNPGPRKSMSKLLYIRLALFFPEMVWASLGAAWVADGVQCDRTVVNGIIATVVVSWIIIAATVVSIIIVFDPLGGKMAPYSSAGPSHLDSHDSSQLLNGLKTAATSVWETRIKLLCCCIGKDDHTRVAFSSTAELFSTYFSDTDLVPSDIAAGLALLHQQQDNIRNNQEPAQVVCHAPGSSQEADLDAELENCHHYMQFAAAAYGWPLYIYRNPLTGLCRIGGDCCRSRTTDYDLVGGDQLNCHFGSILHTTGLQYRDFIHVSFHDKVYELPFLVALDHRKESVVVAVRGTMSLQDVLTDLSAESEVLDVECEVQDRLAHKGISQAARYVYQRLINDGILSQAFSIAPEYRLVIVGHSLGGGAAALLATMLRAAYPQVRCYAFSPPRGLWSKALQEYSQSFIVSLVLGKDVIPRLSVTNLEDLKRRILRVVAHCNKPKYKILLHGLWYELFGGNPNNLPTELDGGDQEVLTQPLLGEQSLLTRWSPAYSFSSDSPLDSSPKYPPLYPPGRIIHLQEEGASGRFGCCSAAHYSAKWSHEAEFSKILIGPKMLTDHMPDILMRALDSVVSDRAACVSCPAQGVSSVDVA
PvdQ inh – P. aeruginosa PvdQ acylase inhibitors, primary screen, biochemical, fluorescence, plate reader and imaging, single point; PvdQ acylase [Pseudomonas aeruginosa LESB58]; inhibition, % at 10 µM; purified PvdQ acylase; actives 0.063% (n = 340,000); in the data active means inhibition above about 30%, passing the limit was not always enough;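 further: 0% = vehicle neutral wells and 100% = reference inhibitor wells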
RTF Ca sens inh – cardiac RTF calcium sensitivity inhibitors, primary screen, biochemical, IANBD-TnC fluorescence, EC70 calcium. Troponin I, cardiac muscle (Homo sapiens) + Troponin T, cardiac muscle (Homo sapiens) + …. IANBD-labeled cardiac RTF, Ca2+ fluorescence. inhibition, % at 7.15 µM. actives 0.12% (n = 340,000). AID 493244, 2011;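 active means inhibition above the mean inhibition of all tested compounds plus 3 SD, cut at about 17% in these data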;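 further: assay run at fixed EC70 calcium of 1.6 mM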
Arrestin-AP2 inh – inhibitors of beta-arrestin/AP2 binding, primary screen, biochemical, GPCR trafficking, flow cytometry; AID 504490, 2011; actives 0.31% (n = 340,000); inhibition, % at 10 µM; beta-arrestin 1 C-terminal peptide binding to AP2 beta2-adaptin appendage (human); FITC-arrestin peptide / GST-AP2 beads; AP2 beta2 appendage carries R879A mutation;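 active means inhibition above a set limit, near 3 SD of compounds lacking own fluorescence, cut at about 54% in these data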;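 further: plate controls were DMSO wells for no effect and 5 µM unlabelled arrestin peptide for full effect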
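System: GST-AP2 R879A glutathione beads; medium: PBS, Tween 20 0.05%, BSA 0.1%; reagent: fluorescein-tagged arrestin peptide at 50 nM final; schedule: pre-incubation 12 min, peptide binding 1 h, room temperature; detection: flow cytometry, FL1 (488/535 nm); read-out: inhibition as reduced fluorescein signal on beads, percent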
Keap1 Nrf2 FP – Keap1-Nrf2 protein-protein interaction inhibitors, primary screen, biochemical, fluorescence polarization, single point; Kelch-like ECH-associated protein 1 (Homo sapiens), Q14145; Keap1 Kelch-Nrf2 peptide fluorescence polarization, 1536-well; inhibition, % at 9.4 µM; actives 0.15% (n = 340,000); in the data active means inhibition above about 12%;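 further: human Keap1 Kelch domain with fluorescein labeled Nrf2 9mer peptide probe; 0% = neutral control wells and 100% = peptide positive control; higher means more block of Keap1 binding to Nrf2 peptide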
SR-BI DiI-HDL act – activators of SR-BI mediated DiI-HDL uptake, primary screen, ldlA[mSR-BI] CHO cells, DiI fluorescence; 3 h; 100 = double the neutral-control signal; activation, % at 12.5 µM; actives 0.096% (n = 320,000); AID 504775, 2011;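 active means mean replicate activation of at least 60% and every replicate at or above 60%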;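 further: 0% = median plate neutral-control signal and 100% = twice that signal; values of inactives mirror those of a sister screen read the other way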
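System: CHO ldlA[mSR-BI] cells / Medium: HEPES-buffered (25 mM, pH 7.4) F12 plus 0.5% BSA / Probe or stimulus: labelled HDL, 10 µg/mL / Doses: single compound concentration, delivered by pin transfer / Schedule: 3 h, 37 °C / Measured by: DiI fluorescence, bottom read / Measure: cell-associated DiI fluorescence as measure of HDL uptake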
Active calls of the source: *; x = not tested or not shown.

SMILES | SR-BI HDL uptake | NSD2 HMT inh | LANA DNA inh | PKA-R2B activ | DAGLB inhibitor | PvdQ inh | RTF Ca sens inh | Arrestin-AP2 inh | Keap1 Nrf2 FP | SR-BI DiI-HDL act
c1ccc(Cn2nnnc2CN2CCOCC2)cc1 | 7 | x | -1.7 | 4 | -1 | 4 | 11 | 18 | -4 | -7
CCOC(=O)c1c(C)[nH]c(C)c1C(=O)CSc1nc2ccccc2[nH]1 | 18 | -3 | -0.6 | -13 | -1 | 5 | 9 | -3 | 4 | -18
Cc1ccc(NC(=O)CN2C(=O)S/C(=C\c3cccn3C)C2=O)cc1 | 0 | 0 | 0.4 | -3 | 1 | -12 | -5 | 1 | -2 | 0
CCOC(=O)c1sc2nc(CSc3ccccc3)nc(NCCN(C)C)c2c1C | -29 | 3 | -2.6 | 0 | 0 | -8 | 0 | -1 | 1 | 29
CC(=O)N1N=C(c2c(-c3ccccc3)c3cc(Br)ccc3[nH]c2=O)CC1c1ccco1 (configuration not stated) | -19 | x | -1.5 | -11 | 5 | -5 | -1 | -15 | -2 | 19
COc1c(/C=N/Nc2nc(N3CCCCC3)nc(N3CCCCC3)n2)cccc1[N+](=O)[O-] | 49 | 1 | 1.8 | 4 | -5 | 1 | 7 | -6 | 5 | -49
Cc1ccc(SCC(=O)O/N=C(\N)c2ccncc2)cc1 | -23 | -2 | 1.0 | -4 | -9 | -15 | 2 | -15 | 1 | 23
CC(=O)Nc1ncc(Cc2cccc(Cl)c2Cl)s1 | -4 | 4 | 0.2 | -6 | 3 | -10 | -2 | -9 | -2 | 4
CCCCCCCN1CCN=C1Nc1ccccc1 | -3 | x | 1.2 | -7 | 0 | 10 | 0 | 8 | -3 | 3
O=[N+]([O-])c1ccc2ncnc(Nc3ccc4c(c3)OCCO4)c2c1 | -5 | -4 | -0.2 | -3 | 0 | -7 | -11 | -20 | -3 | 5
Cc1ccc(C)c(-n2ccnc2SCC(=O)O)c1 | -16 | -2 | -0.1 | -5 | -1 | -15 | 4 | -1 | -6 | 16
O=C(Nc1ccc(N2CCOCC2)c(F)c1)c1ccncc1 | -8 | -1 | -2.3 | -12 | -1 | -10 | 1 | -3 | -3 | 8
COc1ccnc2c1c(=O)n(Cc1ccc(Cl)cc1)c(=O)n2C | 0 | 0 | 1.5 | -5 | 0 | -4 | 0 | 30 | -2 | 0
CC(=O)N(C)c1ccc(N2CCOCC2)c2c1C(=O)c1ccccc1C2=O | -4 | x | -17 | -6 | 4 | 8 | 5 | 9 | -4 | 4
CCOc1ccc(OCCn2nnc3ccccc3c2=O)cc1 | -152 | 1 | 0.3 | 0 | -2 | -4 | -4 | 20 | -1 | 152*
CC(C)(C(N)=O)c1ccccc1 | -20 | -3 | 1.0 | 0 | -2 | -21 | -10 | -1 | -3 | 20
COc1ccc(S(=O)(=O)N2CCN(Cc3cccnc3)CC2)cc1 | -17 | 3 | 1.1 | -23 | -1 | -14 | -9 | -9 | 5 | 17
CC(Oc1ccccc1F)C(=O)NNC(=O)CCNC(=O)c1ccccc1Cl (configuration not stated) | -16 | 1 | -1.2 | 5 | -2 | -15 | -8 | 6 | -2 | 16
Cc1ccc(S(=O)(=O)N/N=C/c2c(F)cccc2Cl)cc1 | -16 | 1 | 1.6 | -1 | 0 | -12 | -4 | -3 | -1 | 16
Cc1cccc(NC(=S)NCCc2ccc(Cl)cc2)c1C | 23 | 3 | 0.2 | -12 | -7 | -1 | 1 | 9 | -3 | -23
CCc1cccc(C)c1NC(=O)C1CC=CCC1C(=O)O (configuration not stated) | 10 | -2 | 0.3 | 0 | 0 | 0 | -8 | 40 | 2 | -10
COc1ccc(CN2CCC(N(CCc3ccccc3)Cc3ccccc3)CC2)c(OC)c1 | 17 | 6 | -0.5 | -7 | -3 | -7 | -7 | -3 | -1 | -17
CC(C)(C)NC(=O)NC(=O)CSc1nnc(-c2ccccc2F)n1N | -31 | -1 | -1.5 | -2 | -2 | -3 | -10 | 9 | 2 | 31
O=C(O)CCn1c(=O)[nH]c(=O)n(CCC(=O)O)c1=O | 3 | 1 | -0.1 | -1 | 1 | -5 | 1 | -2 | -2 | -3
Cc1ccc(CN(C(=O)Cn2nnc3ccccc32)C(C(=O)NCc2ccco2)c2ccc(C)o2)cc1 (configuration not stated) | x | 0 | -2.5 | -2 | -3 | -10 | -5 | 2 | 0 | x

Continuation.
SMILES | SR-BI HDL uptake | NSD2 HMT inh | LANA DNA inh | PKA-R2B activ | DAGLB inhibitor | PvdQ inh | RTF Ca sens inh | Arrestin-AP2 inh | Keap1 Nrf2 FP | SR-BI DiI-HDL act
CCN(CC1CCCO1)C(=O)c1cc(COc2cc(C)c(Cl)c(C)c2)on1 (configuration not stated) | 12 | -4 | -0.1 | -4 | 0 | -13 | -11 | 9 | -9 | -12
CCOC(=O)C1Oc2ccccc2C(c2ccc(C)cc2)=C1C(=O)OC (configuration not stated) | 12 | x | 0.5 | -7 | -7 | -8 | 0 | 0 | 0 | -12
CCCNC(=O)c1ccc(N2CCC3(CC2)CC(c2cccc(Br)c2)=NO3)c(NC(=O)c2cccc(OC)c2)c1 | 8 | x | 2.1 | 4 | 2 | -14 | -9 | 3 | -8 | -8
Cc1ccccc1-n1cc(CNC(=O)CC2C(=O)NCCN2C/C=C/c2ccccc2)cn1 (configuration not stated) | -23 | -3 | -0.8 | 5 | 0 | -13 | -10 | 1 | -6 | 23
O=C(Nc1cc(C(F)(F)F)ccc1Cl)C(Sc1cccc[n+]1[O-])c1ccccc1 (configuration not stated) | -14 | -4 | -1.2 | -17 | -4 | -2 | -2 | -1 | -1 | 14
CC1(C)O[C@@H]2[C@H](O1)[C@@H](CO)O[C@H]2n1cnc2c(=O)[nH]cnc21 | -3 | x | 0.1 | 5 | -1 | -6 | -12 | 8 | -5 | 5
CC1CCCCC1NC(=O)Cn1ncc2ccccc21 (configuration not stated) | 1 | x | 0.1 | 3 | 1 | -16 | -8 | -5 | -1 | -1
COC(=O)c1ccccc1NC(=O)CN(C1CCCCC1)S(C)(=O)=O | -13 | 0 | -0.8 | -3 | 1 | -11 | 2 | 2 | -2 | 13
CCOc1ccccc1N1Cc2ccccc2C1 | 13 | 5 | 1.2 | -23 | 3 | 4 | -19 | 4 | 2 | -13
Cc1cccc(NC(=O)COC(=O)c2ccc(S(=O)(=O)N3CCCCCC3)cc2)c1 | -38 | 4 | 0.0 | -5 | -1 | -2 | -4 | 2 | -1 | 38
COc1ccc(NC(=O)c2ccc(COc3ccc(C)cc3)o2)cc1 | -4 | -1 | 0.1 | 2 | -7 | 1 | -14 | 23 | -3 | 4
CCOC(=O)c1c(NC(=S)Nc2ccccc2)sc2c1CCN(C)C2 | 40 | 4 | -4.0 | -2 | -3 | -7 | -9 | 7 | -17 | -40
CC[C@]12c3[nH]c4ccc(Cl)cc4c3CCN1C(=O)[C@@H](CC(=O)NCCCN(C)C)C[C@@H]2C(=O)N1CCN(C(=O)c2ccco2)CC1 | -30 | x | -0.4 | -2 | 1 | 1 | 2 | -11 | 5 | 30
CC(C)Cn1c(-c2ccc(Br)cc2)c[nH]c1=S | 44 | x | -3.1 | -8 | 0 | 1 | 8 | -10 | 4 | -44
Cc1ccc(NC(=O)CN2C(=O)C3CCCCN3C(=O)c3ccccc32)cc1 (configuration not stated) | 0 | 41 | -0.6 | 11 | -2 | -8 | -18 | -3 | 0 | 0
O=C(Nc1ccc2ccccc2c1)/C(=C\c1ccc2c(c1)OCO2)NC(=O)c1ccco1 | 11 | -1 | 3.4 | -8 | 4 | -11 | -6 | -5 | 1 | -11
CCOC(=O)c1c(NC(=O)C2C3C=CC(CC3)C2C(=O)O)sc(C)c1CC (configuration not stated) | 16 | -3 | 1.1 | 0 | 6 | 1 | -1 | 36 | -6 | -16
CC(=O)c1ccc(NC(=O)C2CCN(S(=O)(=O)c3cccc4cccnc34)CC2)cc1 | -7 | x | -0.9 | -3 | -1 | -13 | -8 | -2 | -1 | 7
COc1ccc(N(CC(=O)NCCc2ccccc2)C(=O)CCC(=O)Nc2ccccn2)cc1 | 4 | -2 | -2.2 | 3 | 0 | -2 | 5 | 14 | -9 | -4

Among those listed so far, 6 contain an NH in an aromatic ring.
SMILES | SR-BI HDL uptake | NSD2 HMT inh | LANA DNA inh | PKA-R2B activ | DAGLB inhibitor | PvdQ inh | RTF Ca sens inh | Arrestin-AP2 inh | Keap1 Nrf2 FP | SR-BI DiI-HDL act
CCOC(=O)c1c(C)[nH]c(C)c1C(=O)CSc1nc2ccccc2[nH]1 | 18 | -3 | -0.6 | -13 | -1 | 5 | 9 | -3 | 4 | -18
CC(=O)N1N=C(c2c(-c3ccccc3)c3cc(Br)ccc3[nH]c2=O)CC1c1ccco1 (configuration not stated) | -19 | x | -1.5 | -11 | 5 | -5 | -1 | -15 | -2 | 19
O=C(O)CCn1c(=O)[nH]c(=O)n(CCC(=O)O)c1=O | 3 | 1 | -0.1 | -1 | 1 | -5 | 1 | -2 | -2 | -3
CC1(C)O[C@@H]2[C@H](O1)[C@@H](CO)O[C@H]2n1cnc2c(=O)[nH]cnc21 | -3 | x | 0.1 | 5 | -1 | -6 | -12 | 8 | -5 | 5
CC[C@]12c3[nH]c4ccc(Cl)cc4c3CCN1C(=O)[C@@H](CC(=O)NCCCN(C)C)C[C@@H]2C(=O)N1CCN(C(=O)c2ccco2)CC1 | -30 | x | -0.4 | -2 | 1 | 1 | 2 | -11 | 5 | 30
CC(C)Cn1c(-c2ccc(Br)cc2)c[nH]c1=S | 44 | x | -3.1 | -8 | 0 | 1 | 8 | -10 | 4 | -44

Screening data as filed in PubChem BioAssay.
